NPY-Y1 antag: antagonists of human neuropeptide Y receptor Y1. P25929. HEK293-CNG Y1 cells, membrane potential fluorescence; NPY at EC95, then isoproterenol. inhibition, % at 3.6 µM. 200,000 compounds, 1% hits;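 active = inhibition above the campaign mean inhibition of all tested compounds plus 3 SD, cut at about 20% in these data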;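 also: 0% = DMSO wells given NPY plus isoproterenol and 100% = isoproterenol alone without NPY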
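Material: HEK293 cells with Y1 receptor plus CNG channel; times: compound incubation 1 h at room temperature, readout 45 min post-stimulation; signal: fluorescence, membrane potential probe; read-out basis: fluorescence ratio normalized to % inhibition between controls; benchmarks: full-block control isoproterenol-only wells, zero-block control NPY plus isoproterenol wells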
TRPML3 ag: agonists of human TRPML3 channel; AID 1448; activation, % at 3 µM; Q8TDD5; HEK293 TRPML3-YFP, Fluo-8 calcium fluorescence; 100% = the carbachol control signal; 220,000 compounds, 0.29% hits;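 active = activation above its plate's cutoff, the mean activation of the plate's test wells plus 3 SD, cut at about 12% in these data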;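 also: 0% = DMSO only wells and 100% = carbachol wells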
Target sequence (Q8TDD5 whole entry, looked up): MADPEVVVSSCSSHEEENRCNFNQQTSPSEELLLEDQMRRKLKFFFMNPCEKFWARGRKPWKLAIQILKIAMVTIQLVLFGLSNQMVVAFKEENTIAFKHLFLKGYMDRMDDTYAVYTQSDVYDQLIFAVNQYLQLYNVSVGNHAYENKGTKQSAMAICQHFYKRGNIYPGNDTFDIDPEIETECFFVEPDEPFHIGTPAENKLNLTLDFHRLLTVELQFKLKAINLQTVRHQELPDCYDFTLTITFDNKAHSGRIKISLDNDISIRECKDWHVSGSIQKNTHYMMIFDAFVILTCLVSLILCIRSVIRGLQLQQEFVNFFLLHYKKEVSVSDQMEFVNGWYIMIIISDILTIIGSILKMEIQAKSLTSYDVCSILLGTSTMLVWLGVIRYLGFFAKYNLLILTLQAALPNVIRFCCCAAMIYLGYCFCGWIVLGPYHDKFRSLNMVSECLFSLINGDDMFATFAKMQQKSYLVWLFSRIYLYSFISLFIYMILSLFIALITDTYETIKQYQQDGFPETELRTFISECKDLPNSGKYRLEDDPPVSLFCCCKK
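Test system: HEK293 cells stably carrying human TRPML3-YFP; Doses: single dose, 3 µM final nominal compound, 0.3% DMSO final; Schedule: dye loading 1 h 37 °C then 30 min ambient, 125 s read; Technique: Fluo-8 calcium fluorescence; Benchmarks: high control carbachol 87 µM, low control DMSO.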
EP2 modulator: modulators of human EP2 prostaglandin E2 receptor; P43116; EP2-expressing cells, cAMP HTRF FRET, PGE2 co-stimulation; 260,000 compounds, 0.83% hits; AID 940; induction, % at 25 µM;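 active = compounds whose cAMP rise, as percent of the full-agonist control response, exceeds 60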;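 also: rat C6 glioma line stably carrying human EP2 under a CMV promoter; the protocol text gives 20 µM as final concentration; 100% = response of wells given 1 µM PGE2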
zfTRPN1 agonist: activates the zebrafish TRPN1 channel; HEK293 zebrafish TRPN1-YFP, Fluo-8 calcium fluorescence; 100% = response to 87 µM carbachol; 220,000 compounds, 0.18% hits; activation, % at 3 µM;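 active = activation above its plate's cutoff, the mean activation of test wells on that plate plus 3 SD, cut at about 19% in these data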;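 also: 0% = DMSO alone and 100% = 87 µM carbachol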
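Material: zebrafish TRPN1-YFP in HEK293 cells; Doses: single test compound dose, 3 µM nominal, 0.3% DMSO; Timing: dye loading 1 h at 37 °C, then 30 min room temperature; Technique: intracellular calcium fluorescence with Fluo-8; Benchmarks: high carbachol 87 µM, low DMSO alone.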
NPY-Y1 PAM-ag: human NPY-Y1 potentiation or agonism, primary screen. NPY-Y1 expressing cells, potentiator/agonist activation. 220,000 compounds, 0.37% hits. activation, % at 3.6 µM; in the data active = activation above about 33%, passing the limit was not always enough;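 also: cells stimulated with NPY at EC10 then isoproterenol at EC100; 0% = low agonist plus stimulus and 100% = saturating agonist plus stimulus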
CHOP inh: inhibitors of CHOP induction in ER stress response; inhibition, % at 10 µM; CHO-K1 CHOP-promoter luciferase, tunicamycin-induced, 15-18 h; 220,000 compounds, 3.8% hits;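 active = compounds that reduced the stress-induced luciferase reporter signal by more than about 70% of percent inhibition, limit read from the data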;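 also: 0% = tunicamycin plus vehicle and 100% = wells without tunicamycin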
S1P4 antagonist: antagonists of human S1P4 receptor; O95977; S1P4-expressing cells, antagonist mode, reporter read-out; inhibition, % at 4.98 µM; 220,000 compounds, 0.26% hits; AID 1510; in the data active = inhibition above about 29%;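 also: 0% = wells stimulated with agonist and 100% = vehicle wells without agonist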
Target sequence (O95977 whole entry, looked up): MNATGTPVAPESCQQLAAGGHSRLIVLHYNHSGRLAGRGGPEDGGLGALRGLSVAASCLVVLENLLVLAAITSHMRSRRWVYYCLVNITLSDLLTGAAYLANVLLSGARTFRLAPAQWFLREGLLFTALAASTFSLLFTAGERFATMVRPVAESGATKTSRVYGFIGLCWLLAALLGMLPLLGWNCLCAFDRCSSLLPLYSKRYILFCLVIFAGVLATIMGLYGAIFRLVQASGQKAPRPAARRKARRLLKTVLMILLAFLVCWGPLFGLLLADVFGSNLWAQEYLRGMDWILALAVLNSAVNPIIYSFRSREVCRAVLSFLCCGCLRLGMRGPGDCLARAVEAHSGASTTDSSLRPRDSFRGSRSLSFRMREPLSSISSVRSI
NPY2 pot ag: potentiators or agonists of human neuropeptide Y receptor Y2. P49146. activation, % at 3.6 µM. AID 1359. 220,000 compounds, 0.45% hits. cells expressing NPY-Y2, potentiator/agonist read-out; in the data active = activation above about 27%;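 also: cells stimulated with NPY near EC25 plus isoproterenol at EC100; 0% = vehicle plus submaximal agonist and 100% = vehicle plus saturating agonist; some results beyond the cut were filed as inactive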
S1P4 ag: activates the human S1P4 receptor | 220,000 compounds, 0.35% hits | activation, % at 4.98 µM | S1P4-expressing cell line, agonist reporter assay; in the data active = activation above about 11%;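 also: 0% = DMSO vehicle and 100% = reference agonist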
* marks the source's active call; other numbers are inactive results; . = no result given; & = joins results of further samples.

item	SMILES	NPY-Y1 antag	TRPML3 ag	EP2 modulator	zfTRPN1 agonist	NPY-Y1 PAM-ag	CHOP inh	S1P4 antagonist	NPY2 pot ag	S1P4 ag
1	COc1ccc(-c2nnc(SCC(=O)NC3CCCc4ccccc43)n2N)cc1 (configuration not stated)	3.2	0.3	27.3	-1.1	14.4	11.1	-0.2	4.4	0.4
2	CCOc1cc2[nH]c(=O)n(Cc3ccc(C(=O)NCCCN4CCCC4=O)cc3)c(=O)c2cc1OCC	1.1	0.1	-1.8	-0.6	-15.8	2.5	-7.6	-1.9	0.9
3	COc1ccc(C2NC(=S)NC(C)=C2C(=O)Nc2ccccn2)cc1 (configuration not stated)	0.7	0.9	-16.8	0.9	-10.8	-22.4	20.6	-4.6	-1.6
4	O=C(Nc1ccc(C(=O)N2CCCCC2)cc1)C1CCCCC1	-4.0	0.6	6.1	-1.4	18.1	-8.0	3.0	25.9	1.2
5	CCN(CC)c1ccc(S(=O)(=O)N2CCOCC2)cc1NC(=O)CSc1cccc[n+]1[O-]	-1.8	0.0	-1.3	-0.2	-15.6	-6.5	-6.7	6.2	-0.7
6	OCCN(Cc1ccccc1)CC(O)COc1ccc(-c2ccccc2)cc1 (configuration not stated)	0.9	0.7	-66.5	0.9	-9.8	76.1*	-11.3	-16.8	2.6
7	COc1ccc(NC(=O)c2cc(S(=O)(=O)N3CCS(=O)(=O)CC3)ccc2Cl)cc1	2.3	-0.7	7.2	0.5	20.9	-24.8	0.4	0.3	-1.4
8	COc1cccc(C(=O)NCC(=O)N/N=C/c2cn[nH]c2-c2ccccc2)c1	0.3	0.4	-38.5	-1.3	4.0	-9.7	-13.6	-2.4	1.2
9	Cc1ccc(Cc2c(C)nc3nc(SCC(=O)NCCN4CCOCC4)nn3c2C)cc1	-4.5	0.5	11.2	0.2	-14.8	-35.4	-10.1	-8.8	-0.7
10	CCOc1ccc(-c2nc3scc(-c4cccs4)c3c(=O)[nH]2)cc1	1.7	1.9	8.4	-0.9	5.4	73.2*	-11.3	3.4	1.0
11	Cc1ccc(S(=O)(=O)Cn2nnnc2CN2CCN(C(=O)c3ccco3)CC2)cc1	-1.5	0.7	16.1	0.6	-11.9	-18.3	-13.4	-4.1	-0.4
12	Oc1ccc(Br)cc1CN1CCCCCCC1	-0.5	0.4	22.4	-0.5	-4.8	22.1	-0.7	1.6	1.0
13	O=C(O)c1ccc2c(c1)[C@@H]1C=CC[C@@H]1[C@H](c1ccccn1)N2	3.5	0.2	.	1.5	10.3	.	-21.4	13.5	-1.6
14	S=C(NCCC1=CCCCC1)NCc1ccco1	-1.9	-0.2	-2.5	-0.6	2.6	-6.3	-3.7	12.9	2.5
15	CC(=O)c1cccc(NC(=O)c2cc(-c3ccc(F)cc3)on2)c1	-3.5	0.1	57.7	1.3	11.9	-15.8	-5.4	-1.2	0.6
16	CC(C)(C)c1ccc(C(=O)Nc2ccccc2Cl)cc1	8.7	-0.7	37.1	-2.5	-1.6	31.1	-18.0	-15.9	0.9
17	CCOC(=O)c1cc(C(=O)NN)c(=O)[nH]c1C	.	0.9	9.5	2.4	-7.8	-2.8	-10.9	-13.3	-0.4
18	COC(=O)CNC(=O)c1ccc(OC2CCN(C(=O)C3CC3)CC2)cc1	-6.2	0.7	12.3	0.2	19.2	11.3	-12.4	8.8	-1.4
19	C=COCCNC(=O)C1CC(=O)N(c2ccc(C)cc2)C1 (configuration not stated)	-2.7	0.4	-8.0	0.4	4.7	17.4	4.6	0.7	-1.0
20	CCCc1nnc(NC(=O)Cn2cnc3ccccc3c2=O)s1	3.5	0.1	-4.8	-1.5	17.8	10.1	3.5	-2.5	0.5
21	CCc1nc(C)cc(N)c1OCc1ccccc1	6.1	0.8	-0.5	1.6	3.1	28.2	1.9	5.9	1.4
22	O=S(=O)(Nc1ccc(Cc2ccncc2)cc1)c1ccc(Cl)c(Cl)c1	-8.2	-0.6	-19.1	1.6	6.0	102.6*	-20.4	4.2	0.0
23	CCCn1c(SCC(=O)NCCc2ccc(OC)c(OC)c2)nc2c1c(=O)n(C)c(=O)n2C	2.0	1.0	18.9	0.1	7.4	5.8	-63.8	2.0	0.8
24	COc1ccccc1N(C)S(=O)(=O)c1ccc(Cl)c(C(=O)NC2=NCCS2)c1	7.4	0.5	-5.6	0.6	10.0	-21.7	-9.5	12.3	3.0

Record cards, as listed above.
CC(=O)c1cccc(NC(=O)c2cc(-c3ccc(F)cc3)on2)c1 as listed: NPY-Y1 antag: -3.5; TRPML3 ag: 0.1; EP2 modulator: 57.7; zfTRPN1 agonist: 1.3; NPY-Y1 PAM-ag: 11.9; CHOP inh: -15.8; S1P4 antagonist: -5.4; NPY2 pot ag: -1.2; S1P4 ag: 0.6
CC(C)(C)c1ccc(C(=O)Nc2ccccc2Cl)cc1 as listed: NPY-Y1 antag: 8.7; TRPML3 ag: -0.7; EP2 modulator: 37.1; zfTRPN1 agonist: -2.5; NPY-Y1 PAM-ag: -1.6; CHOP inh: 31.1; S1P4 antagonist: -18.0; NPY2 pot ag: -15.9; S1P4 ag: 0.9
COC(=O)CNC(=O)c1ccc(OC2CCN(C(=O)C3CC3)CC2)cc1 as listed: NPY-Y1 antag: -6.2; TRPML3 ag: 0.7; EP2 modulator: 12.3; zfTRPN1 agonist: 0.2; NPY-Y1 PAM-ag: 19.2; CHOP inh: 11.3; S1P4 antagonist: -12.4; NPY2 pot ag: 8.8; S1P4 ag: -1.4

Next part:
item	SMILES	NPY-Y1 antag	TRPML3 ag	EP2 modulator	zfTRPN1 agonist	NPY-Y1 PAM-ag	CHOP inh	S1P4 antagonist	NPY2 pot ag	S1P4 ag
25	O=C(Nc1cccc(CCc2ccccn2)c1)c1cc(F)c(F)cc1Cl	-0.1	-0.6	-59.6	-0.9	14.9	2.5	3.9	7.9	3.6
26	CCC(C)(C)n1nnnc1C(c1cc2cc3c(cc2[nH]c1=O)OCO3)N1CCN(C)CC1 (configuration not stated)	-2.9	0.5	7.2	1.0	-10.4	-5.6	-1.4	4.0	2.6
27	CSc1nc2c(c(-c3ccccc3)c1C#N)CCC2	6.9	-1.0	.	-1.9	-68.4	.	-5.3	-29.4	3.0
28	CCOC(=O)N1CCC(Nc2c(NCCN3CCN(c4cccc(Cl)c4)CC3)c(=O)c2=O)CC1	-3.0	-0.6	10.6	1.6	4.1	-24.5	-32.3	3.7	-0.8
29	COc1ccc(OC)c(C2NC(=O)c3sc(=S)n(-c4ccccc4)c3N2)c1 (configuration not stated)	-5.4	0.2	-3.9	-0.3	-15.6	90.3*	-6.7	10.4	-0.6
30	CCCCCN(C(=O)NC(=O)Nn1cnnc1)S(C)(=O)=O	4.2	0.4	3.7	0.5	2.3	-19.4	-4.1	3.6	0.7
31	O=C(CSc1nnc(-c2cccnc2)n1Cc1ccccc1)N1CCOCC1	-1.9	0.8	-16.6	0.8	-5.5	-8.0	4.1	3.0	-2.7
32	COc1ccccc1NC(=O)Cn1c(CCC(=O)O)ccc1-c1ccccc1	4.1	-0.5	37.2	-0.5	4.2	-12.3	-0.2	17.1	0.2
33	Clc1ccc(CSc2ccc(-c3ccco3)nn2)cc1	6.9	-0.7	-14.8	2.7	-3.1	13.9	-17.1	1.8	1.1
34	O=C(NC1CCCC1)C(c1cc2c(cc1[N+](=O)[O-])OCO2)N1CCCC1 (configuration not stated)	1.0	-0.9	-8.8	0.7	-11.6	19.0	3.8	-13.9	0.4
35	O=C(Nc1ccccc1)NC1CCN(CCCN2C(=O)c3ccccc3C2=O)CC1	-1.6	-0.6	26.4	1.0	16.8	-16.9	-19.9	-5.6	0.3
36	Cc1nnc(NC(=O)CSc2nnc(-c3ccc(S(=O)(=O)N4CCCC4)cc3)n2C)s1	-1.8	0.8	43.2	-0.1	5.0	-3.1	-10.5	-3.6	-1.3
37	O=C1NC(c2ccco2)Nc2ccccc21 (configuration not stated)	1.4	0.3	28.4&-3.1	0.0	6.8	22.1	-10.6	0.7	-1.0
38	COc1ccc(CN(C(=O)CSc2nnc(-c3ccccc3F)o2)c2ccc(F)cc2)cc1	13.5	1.5	-3.4	-0.7	-46.8	30.8	-6.4	-26.3	-0.3
39	Cc1ccccc1CSc1nnc(NC(=O)Cc2cccs2)s1	-1.8	0.8	26.3	1.0	-13.1	28.9	-13.8	-7.3	0.0
40	Cn1c(SCC(=O)N2CCCCC2)nc2c([nH]c3ccccc32)c1=O	9.7	-0.7	-14.8	0.0	3.1	29.3	-9.7	-1.8	-1.4
41	Nc1ccc2c(c1)Cc1cc([N+](=O)[O-])ccc1-2	-7.2	15.5*	-67.2	13.4	-3.4	28.7	19.7	5.9	-0.2
42	COc1ccc(-c2csc(N(CC3CCCO3)C(=O)c3ccco3)n2)cc1 (configuration not stated)	11.9	0.3	37.8	-0.2	-14.2	24.0	-2.1	1.2	0.9
43	CCCCCC(=O)N1CCCCC1	.	0.7	4.2	3.0	-9.2	-6.7	3.0	-3.1	-1.1
44	COc1ccc(S(=O)(=O)N2CCOC2CNC(=O)C(=O)NCCc2ccc(OC)c(OC)c2)cc1C (configuration not stated)	1.4	2.0	-2.8	-0.2	25.4	31.1	-16.2	-20.3	-0.4
45	CC1=NN(c2ccccc2)C(=O)/C1=C\c1ccc(Br)s1	4.9	0.8	-67.4	0.5	-31.8	-8.3	-11.9	-1.8	-0.4
46	CCOC(=O)Cc1csc(NC(=O)c2ccc3c(c2)OCO3)n1	3.1	1.1	15.8	2.0	-15.3	56.0	-10.1	-12.3	-0.4
47	COc1ccc(-c2csc3ncnc(NCCN4CCOCC4)c23)cc1	6.3	-0.2	6.9	-0.8	-5.9	28.0	-16.7	13.3	1.4
48	COc1ccc2oc(=O)c(C(=O)N3CCN(c4ccccc4F)CC3)cc2c1	7.8	1.2	-17.6	-0.5	-42.8	25.2	1.3	-11.8	-3.5
49	COCCn1c(=S)[nH]c2ccc(N(C)C)cc2c1=O	4.3	-0.1	32.5	-2.1	-11.1	4.2	5.7	-20.0	-0.7
50	CN(C)CCCNCCCNC(=O)/C(=N\O)c1ccccn1	4.1	0.5	2.3	-0.9	-5.3	3.3	-2.5	-0.2	-0.9
51	Cc1ccccc1-c1nnnn1C1CCS(=O)(=O)C1 (configuration not stated)	3.1	0.5	12.8	1.1	0.5	2.1	-22.6	-1.5	1.0
52	O=C(NCc1ccc(F)cc1)c1cccc2c1C(=O)N(Cc1cccnc1)C2	-4.4	1.6	-0.3	0.5	1.1	19.9	-30.2	5.6	0.7
53	CCc1c(C)sc(NC(=O)c2cc(-c3ccc(O)cc3)on2)c1C#N	4.7	0.6	5.2	0.3	-11.2	-10.0	-17.3	-0.4	-1.6
54	Cn1ccnc1/C(=N\NC(=O)c1ccccc1)c1cccc([N+](=O)[O-])c1	0.1	0.5	-15.2	-1.0	10.7	-2.4	-13.1	4.2	2.0
55	COCCCn1nnnc1SCC(=O)Nc1ccc2c(c1)OCCO2	-2.1	0.4	-11.6&-1.1	0.9	7.0	14.1	0.8	5.8	0.2

Screens: PubChem, several laboratories
